Compound activity as filed in PubChem.
AmpC inh det = blocks E. coli AmpC beta-lactamase in presence of detergent. P00811. 71,000 compounds, 0.09% hits. Potency, µM (titrated, usually from 28.7 µM), for the others: at the top dose activity change, negative = inhibition. AID 584. purified AmpC, nitrocefin hydrolysis with detergent; active = well fitted curve in the direction sought with a large enough effect
Target sequence (P00811 whole entry, looked up): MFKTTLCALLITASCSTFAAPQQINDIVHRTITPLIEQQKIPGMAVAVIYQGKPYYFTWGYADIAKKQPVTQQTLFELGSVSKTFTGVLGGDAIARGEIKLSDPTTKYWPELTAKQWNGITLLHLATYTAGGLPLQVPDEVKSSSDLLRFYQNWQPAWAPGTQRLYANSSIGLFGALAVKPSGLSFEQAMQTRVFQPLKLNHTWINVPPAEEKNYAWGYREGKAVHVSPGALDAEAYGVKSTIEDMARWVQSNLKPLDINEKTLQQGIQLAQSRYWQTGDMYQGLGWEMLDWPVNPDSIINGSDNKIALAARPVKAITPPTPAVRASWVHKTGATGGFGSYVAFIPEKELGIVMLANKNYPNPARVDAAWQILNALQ
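E. coli AmpC (5.3 nM) in 20 mM phosphate pH 7.0 with 0.01% Triton X-100, preincubated 15 min RT with compound; nitrocefin (2 uL of 800 uM stock) hydrolysis followed by 480 nm absorbance every 20 s over 4 min.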
Numbers without * were called inactive; & = joins results of further samples; [ ] = dose if it differs, or a comment. % is scaled to controls: 0 for no effect and ±100 for the full control effect; potency is read from the fitted curve at half-maximal effect. A portion of the library; the hit share may differ from the screen's.

SMILES	AmpC inh det
Cn1c(=O)c(-c2cc(F)cc(F)c2)nc2cnc(Oc3cccc(Cl)c3)nc21	2%
O=C(Nc1cccc(F)c1)N1CC2(CCNCC2)C1	-1%
O=C(CN(CCN1CCOCC1)C(=O)Cn1nnc(-c2ccc(F)cc2)n1)NC1CCCCC1	-2%
CCOC(=O)c1[nH]c2ccc(OC)cc2c1NS(=O)(=O)c1ccc(OC)cc1OC	3%
Cc1oc(-c2ccc(Cl)cc2)nc1CN1CCC(C(=O)N2CCN(c3ccccn3)CC2)CC1	11%
Cn1c(=O)[nH]c(=O)c2c1nc(N1CCCCCC1)n2CC(=O)c1ccccc1	0%
C=Cc1ccc(C=C)cc1	31%
CC(Sc1nnnn1C)C(=O)Nc1ccc(Oc2ccccc2)cc1 (stereo unspecified)	-2%
CCN(CC)P1(=O)OC(c2cc(OC)c(OC)c(OC)c2)=Nc2c1c(C)nn2-c1ccccc1 (stereo unspecified)	-3%
CC(C)NC(=O)N1CC[C@@]2(CCCNC2)C1	-4%
CC1CCCCN1S(=O)(=O)c1ccc(S(=O)(=O)N2CCN(c3ccc(F)cc3)CC2)cc1 (stereo unspecified)	7%
Cc1nc(=O)cc(-c2ccccc2)n1-c1ccccc1	-3%
Cc1sc2ncnc(OCC(=O)N3CCN(S(=O)(=O)c4ccc(Cl)cc4)CC3)c2c1C	-3%
CCNCCCNCCCCNCCCNCC	-2%
Cc1cc(=O)[nH]c(SCc2cc(Cl)ccc2OC(F)F)n1	15%
c1ccn2c(SCc3ccc4c(c3)OCO4)nnc2c1	-1%
Cn1c(N)c(C(=O)c2cc(-c3ccccn3)nc3ccccc23)c(=O)[nH]c1=O	-2%
CCNC(=O)c1nc[nH]c1C(=O)NCC	-2%
COc1ccc2sc(NC(C)=O)nc2c1	16%
COCCOc1nc2ccccc2nc1C	-4%
O=C(CSc1cccc(C(F)(F)F)c1)NC(=O)NCc1ccco1	0%
COc1ccc(C(=O)Cn2c(Br)nc3c2c(=O)n(C)c(=O)n3C)cc1	-3%
O=C(O)c1ccc(CNC(=O)c2ccc(Br)o2)cc1	-5%
COc1cc2c(cc1OC)C(C(=O)Nc1ccc3c(c1)OCCO3)C(c1cccnc1)N(C)C2=O (stereo unspecified)	0%

Entries above that contain two or more sulfur atoms, in the order listed:
SMILES	AmpC inh det
CC1CCCCN1S(=O)(=O)c1ccc(S(=O)(=O)N2CCN(c3ccc(F)cc3)CC2)cc1 (stereo unspecified)	7%
Cc1sc2ncnc(OCC(=O)N3CCN(S(=O)(=O)c4ccc(Cl)cc4)CC3)c2c1C	-3%

(continued)
SMILES	AmpC inh det
COc1cc2c(=O)n(CCCN3CCOCC3)c(=S)[nH]c2c(OC)c1OC	-3%
COc1ccc(CC(=O)Nc2c3c(nn2-c2cccc(C)c2C)CS(=O)C3)cc1 (stereo unspecified)	-4%
O=C1OCC(Cn2c3ccccc3c3ccccc32)O1 (stereo unspecified)	8%
CCOC(=O)N1CCN(Cc2cc(=O)oc3ccc(Cl)cc23)CC1	-2%
Cc1nn(-c2ccccc2)c(Oc2ccc(F)cc2)c1/C=N/n1cnnc1	-3%
c1nc(N2CCOCC2)c2sc3nc(N4CCOCC4)c4c(c3c2n1)CCCC4	-1%
Cc1cc(C)n(-c2ccc(C(=O)Oc3ccc4c(c3)OCO4)cc2)n1	-3%
CCN1CCN(CC(=O)NC2CCCC2)C(=O)C1=O	12%
CCOC(=O)c1cccc(NC(=O)c2cc3sccc3n2C)c1	-2%
Cc1ccccc1N	5%&1%
C=CCc1ccc(OCC(O)COCC)c(OC)c1 (stereo unspecified)	4%
CCC(=O)c1ccc(OCc2ccc(C(=O)OC)o2)c(OC)c1	-3%
CCOc1ccc(C2=Nn3cnnc3SC2)cc1	-4%
Cn1c(NCCCO)nc2c(c1=O)C1(CCCCC1)Cc1ccccc1-2	10%
O=C(CN(C(=O)CNC(=O)c1ccco1)c1ccc(Cl)c(Cl)c1)NC1CCCCC1	-1%
CC(C)Cc1cc(C(=O)Nc2ccc(F)cc2F)no1	11%
CCOc1ccccc1OCCCC(=O)N1CCN(S(=O)(=O)c2cccc(F)c2)CC1	-6%
O=C(CN1CCC2(CC1)OCCO2)c1ccc2cc[nH]c2c1	14%
CN(Cc1ccco1)c1ncncc1-c1ccc2c(c1)OCO2	9%
Cc1occc1-c1nnc(SCC(=O)c2ccccc2)n1CC1CCCO1 (stereo unspecified)	0%
COc1ccc(-c2noc(C3CCCN(S(=O)(=O)c4ccc(C)c(Cl)c4)C3)n2)cc1OC (stereo unspecified)	-4%
Cc1ccc(C(C)C)c(OCc2nnc(SCC(=O)Nc3nccs3)n2C)c1	-4%
O=C(CSc1nc2ccc(Cl)cc2[nH]1)NCc1ccco1	-3%
Cc1cc(C(=O)N2CCc3ccccc32)c2cc(F)ccc2n1	-1%
Cc1ccc(CSc2nnc(Cn3c(=O)sc4ccccc43)n2C)cc1	6%
CCn1c2c(c3cc(C(=O)O)ccc31)CCCC2=O	-1%
CCOC(=O)C1CCN(c2ncnc3c2oc2ccc(Br)cc23)CC1	11%
CN(C(=O)c1cccnc1)c1nc(-c2ccccc2)cs1	-2%
COCCNc1nc2c(c(=O)n(C)c(=O)n2C)n1Cc1cccc(C)c1	14%
CCOC(=O)C1=C(C)N(C)C(=O)NC1c1cccc(O)c1 (stereo unspecified)	3%
COc1cc(C)c(C(C)C)cc1S(=O)(=O)n1cnc(C)c1	9%
CC12CN3CC(C)(CN(C1)C3c1ccncc1)C2=O (stereo unspecified)	6%
CC(C)C(NC(=O)c1ccccc1)C(=O)NC1=NCCS1 (stereo unspecified)	-5%
Clc1cccc(-c2nnc3sc(-c4ccccc4)nn23)c1	-3%
COC(=O)c1ccccc1NC(=O)C1CC=CCC1C(=O)O (stereo unspecified)	-3%
O=C(c1cnc2n(c1=O)CCS2)N(C1CCCCC1)C1CCCCC1	13%
COc1ccc2[nH]cc(CCN)c2c1	0%
Cn1c(C(=O)NCCc2c[nH]c3ccccc23)cc2sccc21	12%
O=C(NCC(=O)N(c1ccccc1)C(C(=O)NCC1CCCO1)c1ccccc1)c1ccco1 (stereo unspecified)	4%
Cc1nn(Cc2ccccc2)c(C)c1NC(=O)c1cc(-c2ccco2)on1	-3%
COc1cc(C2C(C#N)=C(N)Oc3cc(C)oc(=O)c32)ccc1OC(=O)N1CCOCC1 (stereo unspecified)	-7%
O=C1CC(c2ccco2)Cc2nc(N3CCc4ccccc4C3)ncc21 (stereo unspecified)	-6%
CCN(CC)c1ccc(NC(=O)C2CC3CCC2C3)cc1 (stereo unspecified)	0%
CC(=O)c1sc2nc(SCC(=O)N3CCCCC3)[nH]c(=O)c2c1C	-2%
Clc1ccc(CSc2nnc(-c3cccnc3)n2Cc2ccco2)c(Cl)c1	-5%
C=C(CC1([C@@H](NP(=O)(c2ccccc2)c2ccccc2)[C@H]2C[C@@H]2CCCC)CC1)c1ccccc1	-2%
O=C(NCC(=O)N(c1cccc(F)c1)C(C(=O)NCC1CCCO1)c1ccccc1)c1ccco1 (stereo unspecified)	-2%
Cc1csc(SCc2ccccc2C(=O)O)n1	1%

Seven structures from above, sorted by count of non-hydrogen atoms, descending:
SMILES	AmpC inh det
CCN(CC)P1(=O)OC(c2cc(OC)c(OC)c(OC)c2)=Nc2c1c(C)nn2-c1ccccc1 (stereo unspecified)	-3%
COc1ccc(-c2noc(C3CCCN(S(=O)(=O)c4ccc(C)c(Cl)c4)C3)n2)cc1OC (stereo unspecified)	-4%
c1nc(N2CCOCC2)c2sc3nc(N4CCOCC4)c4c(c3c2n1)CCCC4	-1%
Cc1nn(-c2ccccc2)c(Oc2ccc(F)cc2)c1/C=N/n1cnnc1	-3%
CCN1CCN(CC(=O)NC2CCCC2)C(=O)C1=O	12%
CCNCCCNCCCCNCCCNCC	-2%
CC(C)NC(=O)N1CC[C@@]2(CCCNC2)C1	-4%

Going on with the list:
SMILES	AmpC inh det
Cn1c(Cn2c(=O)sc3ccccc32)nnc1SCC(=O)N1CCCCCC1	12%
Cc1ccc(-c2nnn(CC(=O)N(Cc3ccccc3)C(C(=O)NC(C)(C)C)c3ccncc3)n2)o1 (stereo unspecified)	-3%
CN(C(=O)COC(=O)COc1ccc(Cl)cc1)C1CCCCC1	0%
O=CN1C[C@H]2C[C@@H](C1)c1cccc(=O)n1C2	3%
COC(=O)c1ccccc1NC(=O)CSc1nc2c(c(=O)n(C)c(=O)n2C)n1C	7%
CCOC(=O)C1CCCN(C(=O)c2cccs2)C1 (stereo unspecified)	-3%
COc1ccc(C(=O)c2c(C)n(CCN3CCOCC3)c3cc(I)ccc23)cc1	-4%
COc1ccccc1NC(=O)CSc1nnc(-c2ccncc2)o1	15%
Cc1cc2nc3c(=O)[nH]c(=O)nc-3n(C[C@H](O)[C@H](O)[C@H](O)CO)c2cc1C	-4%
CCCCCCOc1ccc(CN2CCN(CCO)CC2)cc1	0%
Cc1cc(Nc2cccc(C)c2C)n2nc(C)nc2n1	3%
COc1ccc(C(=O)Nc2ccc3oc(-c4cccc(F)c4)nc3c2)cc1OC	12%

An excerpt of these results, field by field.
> Cc1ccc(-c2nnn(CC(=O)N(Cc3ccccc3)C(C(=O)NC(C)(C)C)c3ccncc3)n2)o1 (stereo unspecified)
  AmpC inh det: -3%

> O=CN1C[C@H]2C[C@@H](C1)c1cccc(=O)n1C2
  AmpC inh det: 3%

> COc1ccccc1NC(=O)CSc1nnc(-c2ccncc2)o1
  AmpC inh det: 15%

> COc1ccc(C(=O)c2c(C)n(CCN3CCOCC3)c3cc(I)ccc23)cc1
  AmpC inh det: -4%

The results go on:
SMILES	AmpC inh det
COc1ccc(NC(=O)N(Cc2cccnc2)Cc2ccccc2Cl)c(OC)c1	8%
Cc1cccc(N2CCN(C(=O)CCNC(=O)Cn3ccc4ccccc4c3=O)CC2)c1C	-1%
Cc1cc(C(=O)CSc2nnnn2C)c(C)n1CCc1ccc(F)cc1	-4%
CCOc1ccc(C2C(C#N)=C(N)Oc3n[nH]c(C)c32)cc1OC(=O)C1CC1 (stereo unspecified)	-6%
CCOC(=O)C1=C(O)CCn2c1nc1ccccc12	-4%
CCOC(=O)C1CCN(C(=O)CCNC(=O)c2cc(OC)c(OC)c(OC)c2)CC1	-3%
Cc1c(-n2c(SCC(=O)O)nnc2-c2ccccc2Cl)c(=O)n(-c2ccccc2)n1C	-4%
CCOC(=O)C1CCN(C(=O)C2CCN(S(=O)(=O)c3cccc4cccnc34)CC2)CC1	13%
O=c1[nH]c2ccc(Cl)cc2c(=O)n1Cc1ccco1	7%
CCOc1cc(S(=O)(=O)N2CCN(CC)CC2)ccc1Cl	-3%
COc1ccc(-c2cc3nc(C)cc(NCCO)n3n2)cc1	-1%
COC(=O)N1CCC2(CC1)CCN(c1ccncc1)CC2	0%
CC1(C(=O)N(CC(=O)NC2CCCC2)Cc2ccco2)CC(=O)N=C2C=CC=CN21 (stereo unspecified)	-2%
CCOc1ccccc1C(=O)NCCCn1ccnc1	-2%
O=c1c2cnn(-c3ccc(F)cc3)c2ncn1Cc1ccccn1	-3%
COc1ccccc1-c1noc(-c2cccnc2)n1	-1%
Cc1ccc(C(=O)NC(Cc2c[nH]c3ccccc23)C(=O)O)o1 (stereo unspecified)	2%
CC(=O)C1=C(C)NC(SCC(=O)c2ccc(Cl)c(Cl)c2)=C(C#N)C1c1ccco1 (stereo unspecified)	6%
CC(=O)N1CCN(c2ccc(NC(=O)COc3ccc(Cl)cc3Cl)cc2)CC1	1%
Cc1cc(NC(=O)c2ccccc2F)n(-c2nc3ccccc3[nH]2)n1	-4%
Cc1ccc(S(=O)(=O)N2CCN(C(=O)N3CCOCC3)C2c2ccc(N(C)C)cc2)cc1 (stereo unspecified)	0%
Cc1ccc(NC(=O)N2CCCC2C(=O)NCCC2=CCCCC2)cc1 (stereo unspecified)	-1%
COc1ccccc1N1CCN(C/C(O)=C(\C#N)c2nc(-c3ccccc3)cs2)CC1	10%
COC(=O)N1CCC[C@@]2(CCN(Cc3nccs3)C2)C1	1%
COc1cccc(C(=O)N(Cc2cc3cc(C)ccc3[nH]c2=O)CC2CCCO2)c1 (stereo unspecified)	-2%
CC(=O)c1ccc(N2CCN(C(=O)c3ccc4c(=O)n(-c5ccccc5)c(=O)[nH]c4c3)CC2)cc1	1%
COc1cccc(N2CCN(C3CC(=O)N(c4ccc(Cl)c(Cl)c4)C3=O)CC2)c1 (stereo unspecified)	-4%
COC(=O)C1=C(C)NC2=C(C(=O)CCC2)C1c1cccs1 (stereo unspecified)	18%
CCOCCCNC(=O)C(NC(=O)CC1NC(=O)NC1=O)c1ccc(Cl)cc1 (stereo unspecified)	-3%
CN(C)S(=O)(=O)c1ccc2c(c1)c(=O)c(C(=O)N1CCOCC1)cn2C	8%
CC(=O)OCC(=O)NCc1ccc2c(c1)OCO2	3%
CCOC(=O)N1CCC(NC(=O)c2cnc3n(c2=O)CCS3)CC1	13%
N#Cc1cnn(Cc2ccc(Cl)cc2)c1N	-3%
CCOC(=O)N1CCN(c2nnnn2-c2ccccc2)CC1	0%
CC(C)C(=O)N(c1ccc2oc(=O)sc2c1)S(=O)(=O)c1cccs1	-1%
Cc1cc(=O)[nH]c(/N=C(\N)Nc2ccc(Cl)cc2)n1	-2%[5.75 µM]
Fc1cccc(Cl)c1CSc1nnc(COc2cccc3cccnc23)o1	14%
O=C(Nc1ccccc1N1CCN(C(=O)c2ccc(Cl)cc2)CC1)c1cccnc1	0%
O=C(c1ccc2c(c1)OCO2)N1CCc2ccccc2C1	18%
O=C(Cn1nc(Cc2cccnc2)c2ccccc2c1=O)NCCCN1CCCC1=O	8%
COCCCn1c(SCC(=O)N2CCCC(C)C2)nnc1-c1ccco1 (stereo unspecified)	-1%
CC(C)(O)C#CC#CCN1CCOCC1	0%
COc1ccc2[nH]cc(CCNc3nc(-c4ccoc4)nc4ccccc34)c2c1	9%
O=C(NCCO)c1c(O)c2cccc3c2n(c1=O)CC3	-7%
COc1cc(C(=S)N(C)C)ccc1O	2%
COCCn1cc(C(=O)N2CCCC(C)C2)c2c3ccccc3n(C)c2c1=O (stereo unspecified)	6%
